KOR beta-arrestin-1: KOR antagonists, beta-arrestin recruitment, cell-based, luminescence, uHTS (AID 1778); KOR beta-arrestin recruitment, luminescence, antagonist mode; higher % means a stronger effect; one-dose inhibition, % at 10 µM; IC50 in µM for titrated hits; 0.091% of 290,000 active; further: strong numbers were not always called active
HEK293 NOD2/NF-kB: inhibition of NOD2-driven NF-kB reporter – cell-based, luminescence, uHTS, HEK293 (AID 1566); HEK293 NOD2/NF-kB luciferase reporter, luminescence; higher % means a stronger effect; one-dose inhibition, % at 4 µM; EC50 in µM for titrated hits; 0.63% of 290,000 active; further: many of its hits are not listed in these tables
KOR beta-arrestin-2: KOR agonists, beta-arrestin recruitment, primary screen, cell-based, luminescence, uHTS (AID 1777); 0.02% of 280,000 active; activation, % at 10 µM, or EC50 in µM where a hit was titrated; KOR beta-arrestin recruitment, luminescence; higher % means a stronger effect; in the data active means activation above about 50%, passing the limit was not always enough; further: a part of the inactive calls stands beside numbers as strong as those of hits
TNAP activation fold: human TNAP enzyme activators, primary screen, biochemical, luminescent, no phosphate acceptor, uHTS (AID 1001); purified TNAP, luminescent activation assay, no phosphate acceptor; higher activation fold means a stronger effect; activation fold at 20 µM, or EC50 in µM where a hit was titrated; 0.03% of 200,000 active; in the data active means activation fold from about 3, or a potency from the dose series; inactive means the rest, 99 in 100 with activation fold below about 1.6; further: many of its hits are not listed in these tables
NOD1 NF-kB reporter: NOD1 signaling inhibitors, primary screen, cell-based, luminescence, uHTS (AID 1578). NOD1-driven NF-kB luciferase reporter cells, luminescence; higher % means a stronger effect. one-dose inhibition, % at 4 µM; EC50 in µM for titrated hits. 1% of 290,000 active; in the data active means inhibition mostly above about 36%, no sharp cut-off; inactive means mostly below about 34%;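 further: HEK-293T reporter cells stimulated with the NOD1 agonist gamma-tri-DAP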
human PMI inhibitors: human PMI inhibitors, high substrate, primary screen, biochemical, fluorescence intensity, high mannose 6-phosphate (AID 1220); recombinant PMI enzyme, coupled fluorescence intensity; higher % means a stronger effect; inhibition, % at 20 µM, or IC50 in µM where a hit was titrated; 0.66% of 190,000 active
PMI inhibitors: MPI enzyme activity inhibition – biochemical, fluorescence intensity, coupled assay, primary screen (AID 1209). one-dose inhibition, % at 20 µM; IC50 in µM for titrated hits. 0.42% of 190,000 active. purified PMI enzyme, coupled fluorescence intensity; higher % means a stronger effect;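 further: plate controls were DMSO vehicle for no effect and wells lacking substrate for full effect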
XIAP displacement: small molecules displacing peptide from XIAP – biochemical, IAP family, fluorescence polarization (AID 1018). one-dose displacement, % at 20 µM; IC50 in µM for titrated hits. 0.007% of 200,000 active. XIAP BIR domain, fluorescence polarization peptide displacement; higher % means a stronger effect; in the data active means displacement above about 50%; further: a part of the inactive calls stands beside numbers as strong as those of hits
LYP phosphatase: inhibitors of LYP phosphatase, biochemical, fluorescence intensity, uHTS (AID 1779); recombinant LYP phosphatase, fluorescence intensity; higher % means a stronger effect; inhibition, % at 11.5 µM, or IC50 in µM where a hit was titrated; 0.054% of 290,000 active;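 further: plate controls were vehicle with enzyme for no effect and no enzyme for full effect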
* hit, by the source's call; x = no result given; [ ] = dose if it differs, or a comment. Unless noted, no stated cut-off is given here; in the data, active means inhibition above about 50%; inactive means the rest. Not all compounds are listed; count on the stated rates, not on these rows.

item | mol | NOD1 NF-kB reporter | TNAP activation fold | KOR beta-arrestin-1 | PMI inhibitors | human PMI inhibitors | KOR beta-arrestin-2 | LYP phosphatase | HEK293 NOD2/NF-kB | XIAP displacement
1 | CCN(CC)S(=O)(=O)c1ccc2c(c1)CC(C(=O)N1CCCC1)N2C(C)=O (configuration not stated) | -3% | x | 14% | x | x | -18% | -8% | -5% | x
2 | COc1ccc(C(=O)Nc2ccccc2)cc1S(=O)(=O)Nc1cc(C)on1 | -20% | 1 | 16% | -5% | -6% | 1.2% | 0% | -19% | -3.9%
3 | COc1cc(C(=O)NCCN2C(=O)S/C(=C\c3ccc(F)cc3)C2=O)ccc1OCC(=O)N1CCOCC1 | 2% | x | 19% | x | x | 0.1% | -2% | 1% | x
4 | S=C(Nc1ccc2nsnc2c1)N1CCCCC1 | -38% | 1.1 | -28% | 24% | -10% | 4.3% | -8% | -29% | -8.2%
5 | CC(/C=C/C(=O)c1ccc(C)cc1)=C\c1ccccc1 | -34% | 1 | -18% | 2% | 5% | 0.7% | -5% | -9% | -5.0%
6 | COc1ccc(NC(=O)C(NS(=O)(=O)c2ccc3c(c2)CCCN3C(C)=O)C(C)C)c(OC)c1 (configuration not stated) | -2% | 1.1 | -1% | 16% | 15% | -1.9% | -11% | 20% | -3.7%
7 | CC1CCN(CCCNC(=O)C2CCN(S(=O)(=O)N3CCCCC3)CC2)CC1 | -43% | 1 | -38% | -13% | -10% | 13% | -10% | 5% | -6.7%
8 | Cc1cc(Cl)c(OCCOCCN2CCCC(C)C2)c(Br)c1 (configuration not stated) | -21% | 1.1 | -6% | 5% | -5% | 1.9% | -29% | -205% | -2.8%
9 | CC(C)N1CCN(Cc2cccn2-c2nccs2)CC1CCO (configuration not stated) | 19% | 1.1 | -28%[20 µM] | -12% | -10% | x | -8% | -19% | -9.7%
10 | O=C(O)c1ccc(NCCc2ccc(Cl)cc2)c([N+](=O)[O-])c1 | -9% | 0.9 | -5% | -7% | -6% | -8.9% | -7% | 20% | -4.2%
11 | N/C(=N\OC(=O)c1cccc(Cl)c1)c1ccccn1 | -74% | 1 | 19% | -2% | -3% | 5.5% | -4% | -100% | 1.4%
12 | CN(C)CCCN(C(=O)c1cc(Cl)sc1Cl)c1nc2cc3c(cc2s1)OCO3 | -37% | x | -49% | x | x | 8.6% | -7% | 3% | x
13 | CCCCCn1c(CN2CCN(C(=O)c3ccco3)CC2)nc2c1c(=O)n(C)c(=O)n2C | 2% | x | 36% | x | x | -5.3% | -13% | 10% | x
14 | COc1ccccc1N1CCN(CC(=O)NCCc2ccc(S(N)(=O)=O)cc2)CC1 | -34% | 1 | 7% | 10% | 12% | -4.6% | -10% | -59% | -2.1%
15 | COc1ccc(-c2csc(Nc3ncccn3)n2)cc1C | -1% | x | -20% | x | x | -1.3% | -8% | -31% | x
16 | CC1=C(C(=O)Nc2cccnc2)C(c2ccccn2)n2nnnc2N1 (configuration not stated) | 27% | 1 | -46% | -19% | -9% | 3.9% | -6% | -2% | -6.0%
17 | Cc1cccc(Sc2ccc([N+](=O)[O-])cn2)c1 | -29% | 1 | -20% | -1% | 0% | 0.8% | -3% | -13% | -6.6%
18 | N#Cc1nc(Cc2cccc3ccccc23)oc1NCc1ccc(F)cc1 | -19% | 1.2 | 39% | 21% | 21% | -2.8% | 6% | -18% | -2.0%
19 | CCN(CC)CC(=O)Nc1sc2c(c1C(=O)c1ccccc1OC)CCC2 | -16% | 1 | -9%[20 µM] | 17% | 14% | -2.5% | -5% | -34% | 0.8%
20 | CCOC(=O)C1(CCOc2ccccc2)CCN(Cc2ccncc2)CC1 | -7% | 1 | -74%[20 µM] | x | x | x | -4% | 4% | -5.6%
21 | Cc1ccc(C)c(Cn2nnc3c(=O)[nH]c(C4CCN(S(=O)(=O)c5ccc(S(=O)(=O)NC6CC6)cc5)CC4)nc32)c1 | -13% | x | 6% | x | x | 1.0% | 4% | 6% | x
22 | Cc1ccc(NC(=O)Cn2nnc(C(=O)NCc3cccs3)c2N)c(C)c1 | 0% | x | -31% | x | x | 1.9% | -13% | -2% | x
23 | O=[N+]([O-])c1ccc(O)c(C(C#Cc2ccccc2)N2CCOCC2)c1 (configuration not stated) | -4% | x | 10% | x | x | -3.2% | 0% | -12% | x
24 | COC(=O)Cn1c2[n+](c3ccccc31)CC(O)CS2 (configuration not stated) | -19% | 1 | -30% | -7% | -7% | -2.4% | -10% | 21% | -7.1%
25 | COc1ccccc1NC(=O)CN1CCCCCC1 | -39% | x | -49% | x | x | 2.7% | -9% | 5% | x
26 | Cc1oc2ccc(OCc3cccc(Cl)c3)cc2c1C(=O)O | -6% | x | -27% | x | x | -1.9% | -2% | 9% | x
27 | COc1cc(OC)c(-n2cc(-c3ccc(OC)c(OC)c3)[nH]c2=S)cc1Cl | -6% | x | -15% | x | x | -3.9% | -5% | 11% | x
28 | Cc1csc(NC(=O)CN2C(=O)C3CC=CCC3C2=O)n1 (configuration not stated) | 2% | 1.1 | 5% | -2% | -6% | -9.0% | -2% | 21% | 0.3%
29 | COc1ccc(-c2nnc(SCC(=O)c3ccc[nH]3)o2)cc1 | -28% | 1 | -33% | -6% | -8% | -0.1% | -1% | -134% | -1.2%
30 | CCc1cccc(NC(=O)CN(C)S(=O)(=O)c2cccs2)c1 | -20% | 1.1 | -36% | -5% | -2% | 3.6% | -1% | -14% | -6.1%
31 | CCOC(=O)N1CCN(Cc2nc3cc([N+](=O)[O-])ccc3n2C)CC1 | 15% | x | 3% | x | x | 1.7% | -8% | 6% | x
32 | COC(=O)c1[nH]c2ccccc2c1NC(=O)CN1CCCCCC1 | 7% | 1.1 | 28% | 3% | 1% | -10% | 0% | -17% | -8.6%
33 | CN(C)c1ccc(/C=C2/NC(=O)NC2=O)cc1 | -32% | 1 | -18% | 2% | 9% | -2.3% | 4% | -21% | -8.7%
34 | CN(C)c1nc2ccccc2c(N)c1-c1ccccc1 | -8% | 1.1 | -72% | 8% | 6% | -4.3% | -3% | -3% | -3.2%
35 | O=C(COc1cc2oc(=O)c3c(c2cc1Cl)CCC3)NCCCN1CCOCC1 | 3% | x | 12% | x | x | -1.6% | -9% | 25% | x
36 | Cc1cc(-c2ccc(S(=O)(=O)N3CCN(c4cccc(C(F)(F)F)c4)CC3)s2)on1 | -30% | x | -52% | x | x | 2.3% | -8% | -59% | x
37 | Cc1ccc2nc(Cc3ccc(N)cc3)oc2c1 | -17% | 1.1 | 4% | 5% | 8% | 17% | -10% | -42% | -4.2%
38 | CCOc1ccc(-c2cc(NC(=O)Cn3ncc4c3-c3ccccc3OC4)on2)cc1OCC | 16% | 1 | -20% | -3% | -8% | -5.0% | -6% | 6% | -5.3%
39 | O=C(Nc1nnc(Cc2ccc([N+](=O)[O-])cc2)s1)Nc1ccccc1F | 12% | 1.1 | -17%[20 µM] | -3% | -10% | x | -10% | -41% | -8.6%
40 | COc1ccc(CCNC(=O)c2cccc3c2C(=O)N(C2CCCCC2)C3)cc1OC | -28% | x | -2% | x | x | -3.4% | 1% | 10% | x
41 | CC(=O)Nc1ccc(NC(=O)CSc2nnc3ccc(-c4ccc(F)cc4)nn23)cc1 | -26% | 1.1 | 5% | -1% | 5% | 1.4% | -2% | 4% | -10%
42 | Cc1c(NC(=O)c2ccc3nsnc3c2)cccc1[N+](=O)[O-] | -21% | x | -37% | x | x | -1.9% | -9% | 6% | x
43 | CCn1c(SCC(=O)Nc2cc(S(=O)(=O)N3CCOCC3)ccc2OC)nnc1-c1ccncc1 | -26% | 1.1 | -33%[20 µM] | 5% | 3% | 1.4% | -4% | 5% | -4.6%
44 | Cc1cc(SCC(=O)N2CCCC2)nc2ccccc12 | 4% | 1.1 | -12% | 5% | 4% | -5.7% | -9% | 16% | -5.1%
45 | CN(C)c1ccc(C(=O)c2ccccc2C(=O)O)cc1[N+](=O)[O-] | -30% | 1 | -27% | 3% | 8% | -0.2% | 1% | 10% | -2.4%
46 | CN1CCN(C(=O)CN(C2CCCCC2)S(=O)(=O)c2ccc(Br)cc2)CC1 | -50% | x | -9% | x | x | -6.6% | -11% | -12% | x
47 | Cc1cc(=O)[nH]c(SCC(=O)c2ccc3c(c2)NC(=O)CO3)n1 | 10% | x | 14% | x | x | 0.5% | -12% | 13% | x
48 | COC(=O)Cc1c(O)ccn(Cc2ccc(OC)c(OC)c2)c1=O | -18% | 1.1 | -24%[20 µM] | 5% | 5% | -3.6% | -10% | 4% | -1.8%
49 | CCOCCCNC(=S)N1CCCN(c2nc3cc(C)ccc3cc2C#N)CC1 | -11% | 1.1 | 4% | -74% | -134% | -4.3% | -6% | -1% | 2.2%
50 | COc1ccc(C2=NOC(C(=O)NCc3ccc(F)cc3)C2)cc1 (configuration not stated) | x | 1 | -113% | 8% | 10% | -1.0% | -7% | -15% | 0.0%

Part of the list above, set out differently:
Fields – NOD1 NF-kB reporter	TNAP activation fold	KOR beta-arrestin-1	PMI inhibitors	human PMI inhibitors	KOR beta-arrestin-2	LYP phosphatase	HEK293 NOD2/NF-kB	XIAP displacement
42: Cc1c(NC(=O)c2ccc3nsnc3c2)cccc1[N+](=O)[O-]
→ -21%	x	-37%	x	x	-1.9%	-9%	6%	x
43: CCn1c(SCC(=O)Nc2cc(S(=O)(=O)N3CCOCC3)ccc2OC)nnc1-c1ccncc1
→ -26%	1.1	-33%[20 µM]	5%	3%	1.4%	-4%	5%	-4.6%
44: Cc1cc(SCC(=O)N2CCCC2)nc2ccccc12
→ 4%	1.1	-12%	5%	4%	-5.7%	-9%	16%	-5.1%
45: CN(C)c1ccc(C(=O)c2ccccc2C(=O)O)cc1[N+](=O)[O-]
→ -30%	1	-27%	3%	8%	-0.2%	1%	10%	-2.4%
46: CN1CCN(C(=O)CN(C2CCCCC2)S(=O)(=O)c2ccc(Br)cc2)CC1
→ -50%	x	-9%	x	x	-6.6%	-11%	-12%	x
47: Cc1cc(=O)[nH]c(SCC(=O)c2ccc3c(c2)NC(=O)CO3)n1
→ 10%	x	14%	x	x	0.5%	-12%	13%	x
48: COC(=O)Cc1c(O)ccn(Cc2ccc(OC)c(OC)c2)c1=O
→ -18%	1.1	-24%[20 µM]	5%	5%	-3.6%	-10%	4%	-1.8%

Other structures follow:
item | mol | NOD1 NF-kB reporter | TNAP activation fold | KOR beta-arrestin-1 | PMI inhibitors | human PMI inhibitors | KOR beta-arrestin-2 | LYP phosphatase | HEK293 NOD2/NF-kB | XIAP displacement
51 | C#Cc1cccc(C(=O)NC2CCCN(C3Cc4ccccc4C3)C2)c1 (configuration not stated) | -32% | x | -51% | x | x | 3.4% | -6% | 12% | x
52 | COc1cc(C(=O)N2CCC(NC(=O)C(Cc3ccc(C(C)C)cc3)NC(C)=O)CC2)cc(OC)c1OC (configuration not stated) | -8% | 1 | -23% | 4% | 4% | 2.2% | 1% | 8% | -1.6%
53 | Cc1ccc(S(=O)(=O)CC(=O)c2ccc(C)c([N+](=O)[O-])c2)cc1 | -23% | 1 | 8% | 12% | 16% | -0.2% | -1% | 12% | 0.4%
54 | COc1ccccc1CNC(=O)C1CCC(=O)N(CCCN2CCCC2=O)C1 (configuration not stated) | -31% | x | -19% | x | x | -4.4% | -15% | 6% | x
55 | N#CC(c1ccc(Cl)cc1)c1cccc(Cl)n1 (configuration not stated) | -3% | 1.1 | 17% | 13% | 6% | -0.8% | -1% | 16% | -2.1%
56 | CC(=O)N1CC(C)Sc2ccc(S(=O)(=O)NC3CCCCC3C)cc21 (configuration not stated) | -2% | x | -11% | x | x | -3.6% | -11% | 15% | x

Screening data deposited in PubChem by Sanford-Burnham Center for Chemical Genomics.
